Screening results: PubChem, several laboratories
DAX1 inh-1 = inhibits human nuclear receptor DAX1; inhibition, % at 6.75 µM; AID 504766; HEK293 Gal4-DAX1 luciferase reporter, luminescence; 0.99% of 340,000 active;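 active = inhibition above the mean over all tested compounds plus 3 SD, cut at about 4.2% in these data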;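 note: 0% = DAX1-transfected cells with DMSO and 100% = empty-vector control cells with DMSO; inhibition shows as a rise in luminescence from relieved DAX1 repression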
Target sequence (P51843 207-470 limits assumed): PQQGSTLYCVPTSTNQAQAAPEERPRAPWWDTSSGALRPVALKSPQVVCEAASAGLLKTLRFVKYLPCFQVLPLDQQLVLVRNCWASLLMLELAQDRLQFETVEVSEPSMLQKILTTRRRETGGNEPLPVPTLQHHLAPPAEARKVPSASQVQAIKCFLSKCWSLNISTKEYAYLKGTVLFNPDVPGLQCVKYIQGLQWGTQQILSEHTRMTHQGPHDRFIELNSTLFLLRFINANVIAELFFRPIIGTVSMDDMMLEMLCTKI
ADAM17 inh = inhibitors of human ADAM17; recombinant ADAM17, EDANS/DABCYL FRET peptide cleavage; inhibition, % at 6.95 µM; 0.83% of 370,000 active;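 active = inhibition above the mean of compounds lying between control limits plus 3 SD, set per campaign, cut at about 8.5% in these data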;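 note: 0% = DMSO-only wells as the low control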
ssDAF12 agonist = activates DAF-12 receptor from parasite S. stercoralis. activation, % at 6.8 µM. HEK293 ssDAF-12/GRIP1 lit1-tk-luc reporter, luminescence; % of 3 µM dafachronic acid response. 1% of 370,000 active. AID 652126;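 active = activation above the mean over all tested compounds plus 3 SD, cut at about 0.9% in these data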;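 note: 0% = DMSO-only wells and 100% = 3 µM delta7-dafachronic acid wells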
DAX1 inh-2 = inhibitors of DAX1 repression of SF-1 activated StAR promoter; HEK293T StAR-luciferase reporter, SF-1/DAX-1 repression relief; inhibition, % at 6.8 µM; 1.1% of 370,000 active; AID 652010;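 active = inhibition above the mean over all tested compounds plus 3 SD, cut at about 3.6% in these data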;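 note: 0% = DAX-1 cells with DMSO and 100% = cells lacking DAX-1 with DMSO; higher inhibition means more luminescence from relief of DAX-1 repression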
MBD2 inh = blocks human MBD2 binding to methylated DNA | 0.31% of 370,000 active | inhibition, % at 4.4 µM | Q9UBB5 | AID 686964 | TR-FRET, MBD2 binding to methylated oligonucleotide; in the data active = inhibition above about 13%
Target sequence (Q9UBB5 whole entry, looked up): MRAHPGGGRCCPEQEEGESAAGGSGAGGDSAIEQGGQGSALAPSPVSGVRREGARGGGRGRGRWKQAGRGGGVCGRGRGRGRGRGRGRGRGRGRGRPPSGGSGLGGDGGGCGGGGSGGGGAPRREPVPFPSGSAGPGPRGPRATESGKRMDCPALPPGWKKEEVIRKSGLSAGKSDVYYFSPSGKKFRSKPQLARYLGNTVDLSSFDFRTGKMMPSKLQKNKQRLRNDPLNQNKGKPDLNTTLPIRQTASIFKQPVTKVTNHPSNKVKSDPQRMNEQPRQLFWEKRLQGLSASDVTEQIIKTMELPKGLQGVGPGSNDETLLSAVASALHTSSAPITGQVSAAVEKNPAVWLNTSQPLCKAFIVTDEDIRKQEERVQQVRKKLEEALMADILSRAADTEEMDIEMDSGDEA
Rev-erbA mod = modulates human Rev-erb alpha binding to DNA; P20393; Rev-erbα–FITC-DNA binding, fluorescence polarization, 90 min; activity, % at 10 µM; 0.79% of 370,000 active;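 active = activity above about 14%, limit read from the data; passing the limit was not always enough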;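 note: 0% = DMSO wells with 35 nM protein and 100% = DMSO wells with 750 nM protein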
PLC-gamma1 inh = inhibitors of human phospholipase C gamma1; P19174; purified PLC-gamma1, fluorogenic substrate, fluorescence; inhibition, % at 12.2 µM; 0.84% of 370,000 active; in the data active = inhibition above about 9.5%
PLC-beta3 inh = blocks human PLC-beta3 enzyme activity; Q01970; Purified PLC-beta3, fluorogenic substrate, fluorescence; inhibition, % at 12.2 µM; 0.18% of 370,000 active; AID 720704; in the data active = inhibition above about 11%;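 note: 0% = median of compound wells on plate and 100% = full blocker control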
SMARCA2 activ = increases SMARCA2 function in MMTV reporter cells; MG213 cells, MMTV-luciferase reporter, dexamethasone, overnight; activation, % at 9.1 µM; 1% of 370,000 active; in the data active = activation above about 7.8%;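 note: 0% = vehicle wells and 100% = reference activator wells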
hgDAF-12 ag = hgDAF-12 agonism, primary luciferase screen; HEK293 GAL4-hgDAF12 UAS-luciferase reporter, agonist luminescence; normalized to butyrate control; activation, % at 6.8 µM; 1.8% of 370,000 active; AID 687014;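 active = activation above a cutoff set at the mean of all screened compounds plus 3 SD, cut at about 10% in these data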;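 note: 0% = DMSO wells and 100% = sodium butyrate wells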
hcDAF-12 act = activators of H. contortus DAF-12 nuclear receptor. HEK293 hcDAF-12 lit1-tk-luc reporter, luminescence; 0% DMSO, 100% Δ7-dafachronic acid. activation, % at 6.8 µM. 1.4% of 370,000 active;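 active = activation above the mean of all tested compounds plus 3 SD, cut at about 5.5% in these data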;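 note: 100% = response to 3 µM Δ7-dafachronic acid high control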
The depositor's hits bear a star; / = no result given; & = joins results of further samples.

SMILES	DAX1 inh-1	ADAM17 inh	ssDAF12 agonist	DAX1 inh-2	MBD2 inh	Rev-erbA mod	PLC-gamma1 inh	PLC-beta3 inh	SMARCA2 activ	hgDAF-12 ag	hcDAF-12 act
CCOC(=O)N1CCC(NC(=O)c2cnn3ccccc23)CC1	0.3	-16	-0.5	0.1	2	1	-6	-4	-1	-5.8	3.9
COc1ccc(C2CC(=O)Nc3cc(OC)c(OC)cc32)cc1Br (stereo not given)	-0.4	-6	-1.6	-0.2	5	3	-5	-4	-1	-2.1	-2.8
Cc1cc(C)cc(NS(=O)(=O)c2csc(C(N)=O)c2)c1	-1.6	-1	-1.1	-0.4	1	5	1	-6	-1	-3.7	-2.4
O=C(CN1C(=O)COc2ccc(Cl)cc21)N1CCOCC1	1.2	-1	-0.3	0.1	-2	1	1	-4	5	-0.4	0.8
CCOC(=O)[C@@]12CCC3=C1N(CCC3)C(=O)[C@H](CC(=O)N1CCN(C(=O)C3CC3)CC1)C2	/	-10	-0.5	-0.9	6	-1	0	-2	0	-2.4	-0.8
CCOC(=O)C1CCCN(C(=O)c2cn(C)c(=O)c3cc(OC)c(OC)cc23)C1 (stereo not given)	-0.7	-2	-1.2	0.1	4	3	5	-1	-2	-0.3	-0.8
CS(=O)(=O)c1ccc(OCCCN2CCC(C(O)(c3ccccc3)c3ccccc3)CC2)cc1	/	0&-6	-0.2&-1.3	0.3&0.3	-1&0	-2&0	-1&4	0&4	-3&-1	-2.4&0.7	-1.4&-1.4
CN1C(=O)C2(NC(=O)c3ccccc3N2C)c2ccccc21 (stereo not given)	3.9	-9	-0.8	-0.1	-4	0	-5	-23	-3	-4.4	-0.8
COc1ccc2c3c(cccc13)C(=O)CC2	-2.4	-10	-1.0	-0.7	-9	2	-278	-408	-1	1.4	-0.5
Cc1ccc(NC(=O)OCCNC(=O)OC(C)C)cc1	-0.1	0	-1.2	1.2	-6	-9	2	2	7	5.2	0.4
O=C(N/N=C/c1cc([N+](=O)[O-])ccc1O)c1c[nH]c2ccccc12	3.4	-1	0.7	0.7	-1	2	6	2	3	4.1	2.4
Nn1c(CSc2ccccn2)nc2ccccc2c1=O	0.6	-2	-1.0	0.3	6	-3	-4	-4	1	5.7	1.5
CC(C)N(C)c1ncnc2c1ncn2[C@H]1CN(C2CCCC2)C[C@@H](CO)O1	/	-2	-0.9	0.2	-5	-6	0	3	0	-4.3	-1.2
CN(C)S(=O)(=O)c1cccc(NC(=O)COc2ccc3ccccc3c2)c1	-1.4	-3	-1.1	-0.4	4	0	3	-7	-3	-0.7	-1.5
Cc1cc(NC(=O)C(C)C)ncc1NC(=O)c1ccccn1	3.6	-2	-1.6	-0.1	5	8	1	0	3	1.9	-1.8
COc1ccc(/C=N/NC(=O)c2ccc(-n3cnnn3)cc2)cc1	-0.3	-4	-1.3	0.1	-1	-6	-7	-15	-1	2.6	-1.0
Cc1ccc(OCCC(=O)OCC(=O)N2CCN(S(=O)(=O)c3ccc(C)cc3C)CC2)cc1	-0.9	-2	0.2	0.9	-1	6	2	-4	0	-1.9	0.8
Cc1ccc(C)c(OCCC(=O)N2CCN(S(=O)(=O)c3cc(C)ccc3C)CC2)c1	-0.2	0	-1.5	-0.6	0	-1	-1	2	1	0.6	-0.5
O=C(NCc1cccnc1)C1CCC(c2ccc(Cl)cc2)CC1 (stereo not given)	-5.4	0	-2.4	-1.5	2	1	2	-3	-5	-7.0	-4.5
CC(C)n1cc(C(=O)NC2CC(C)(C)Cc3c2cnn3-c2ccccc2)cn1 (stereo not given)	-0.2	5	-1.1	0.9	-7	4	7	-3	-1	-2.2	-2.7

Next part; the last 3 above are carried over.
SMILES	DAX1 inh-1	ADAM17 inh	ssDAF12 agonist	DAX1 inh-2	MBD2 inh	Rev-erbA mod	PLC-gamma1 inh	PLC-beta3 inh	SMARCA2 activ	hgDAF-12 ag	hcDAF-12 act
Cc1ccc(C)c(OCCC(=O)N2CCN(S(=O)(=O)c3cc(C)ccc3C)CC2)c1	-0.2	0	-1.5	-0.6	0	-1	-1	2	1	0.6	-0.5
O=C(NCc1cccnc1)C1CCC(c2ccc(Cl)cc2)CC1 (stereo not given)	-5.4	0	-2.4	-1.5	2	1	2	-3	-5	-7.0	-4.5
CC(C)n1cc(C(=O)NC2CC(C)(C)Cc3c2cnn3-c2ccccc2)cn1 (stereo not given)	-0.2	5	-1.1	0.9	-7	4	7	-3	-1	-2.2	-2.7
Cc1cccc(-c2nc3ccccc3c(=O)n2NC(=O)/C=C/c2ccc([N+](=O)[O-])cc2)c1	1.5	1	-0.7	-0.2	-3	0	2	2	-1	-1.1	0.5
O=S1(=O)CCC(NC(=S)N2CCCCC2)C1 (stereo not given)	-0.9	3	-0.9	-0.1	3	-6	-1	1	-1	-1.3	-0.3
CCc1cnc(Nc2nc(C(N)Cc3ccc(Cl)cc3)cs2)nc1 (stereo not given)	/	0	-1.4	0.9	1	-4	5	3	-3	2.3	0.0
Cc1ccccc1C(=O)NNC(=O)C12CC3CC(CC(C3)C1)C2	1.8	-2	-0.6	-0.1	1	-1	3	4	5	5.1	0.3
FC(F)Sc1ccc(N=C2NN=C(c3ccc4c(c3)OCCO4)CS2)cc1	0.7	5	-1.4	-0.5	-1	-1	-4	-8	-4	0.8	0.0
Oc1ccccc1C=NN=C1c2ccccc2-c2ccccc21	0.8	-4	2.1*	-0.6	-1	4	2	-6	-2	3.2	3.4
COc1ccc(-n2nc3cc(C)c(NC(=O)c4cccnc4)cc3n2)cc1	0.2	-3	-0.6	-0.3	-2	-2	-1	3	4	1.9	-0.2
COc1ccc(CNc2nc(-c3cccnc3)nn2C(=O)C(C)C)cc1	-0.1	-1	-1.3	0.4	5	2	0	0	-4	-1.7	-1.3
COc1ccc(-n2c(Cc3cc(=O)[nH]c(=O)[nH]3)nnc2SCC(=O)N2CCC(C)CC2)cc1	1.9	-12	-1.4	0.4	-7	-3	-3	-5	-1	-1.1	-0.2
Cc1ccc(-n2c(-c3ccccc3)n[nH]c2=S)c(C)c1	0.7	-3	-1.8	-0.1	3	-3	1	-9	-2	-1.9	1.4
Nc1ncnc2c1ncn2[C@@H]1O[C@H](CNC(=O)[C@@H](N)Cc2ccccc2)[C@@H](O)[C@H]1O	0.5	-5	-1.2	-1.9	1	0	-3	-5	-3	-3.7	-1.5
CC(=O)c1ccc(NC(=O)C2CCCN2S(=O)(=O)c2ccc(F)cc2)cc1 (stereo not given)	-1.0	1	-1.8	-0.5	3	-4	-1	3	-1	2.4	-3.2
COc1ccc(N2C(=O)c3ccc(NC(C)=O)cc3C2=O)cc1	2.1	-4	-0.2	0.3	8	4	-4	-2	-2	0.0	-0.3
CCCC(=O)Nc1ccc2c(c1)nc(CN1CCN(C(C)=O)CC1)n2C	0.0	-2	-1.0	-0.1	-7	0	-3	-5	0	0.3	-1.5
C/C(=N\NC(=O)c1ccn(C)n1)c1ccc(NC(=O)C2CCCC2)cc1	6.6*	-5	-0.4	1.1	3	8	-3	-5	4	6.2	1.1
CCC(=O)c1ccc(OCc2ccc(C(=O)c3ccccc3)cc2)cc1	0.3	-5	-2.2	-1.3	9	70*	0	-4	-3	-2.3	-1.0
c1ccc(NC2=Nc3cccc4cccc2c34)cc1	-0.1	-1	-1.9	-0.5	3	0	-46	-54	-2	3.8	-0.5
NC(=O)CC(NC(=O)c1ccc(Br)cc1)c1ccc(N2CCN(c3ccc(F)cc3)CC2)c([N+](=O)[O-])c1 (stereo not given)	-0.8	3	-1.3	-0.7	1	0	0	3	-1	-0.3	-2.9
C=CCn1c(SCC(=O)N(CCOC)c2c(N)n(CCCC)c(=O)[nH]c2=O)nnc1-c1ccc(Cl)cc1	-1.0	-1	0.0	0.8	2	-2	-3	-11	-3	-2.0	-0.7
CSCCC(N=CC1=C(O)CC(C)(C)CC1=O)C(=O)O (stereo not given)	0.1	-2	-0.6	0.3	-2	-2	-3	0	0	0.8	-1.1
COc1cccc2c(Cl)c(CCCl)c(C)nc12	-0.5	-3	-1.6	-0.2	-3	2	-23	-34	7	2.8	0.1
O=C(CN1CCN(C(=O)c2ccc(OCc3cn4ccccc4n3)cc2)CC1)Nc1cccc(F)c1	-1.9	-10	-1.1	-2.0	0	-17	-5	-2	-2	-0.7	-3.1
COc1cccc(NC(=S)N(Cc2cccc(Br)c2)CC2CCC(C(=O)O)CC2)c1 (stereo not given)	0.8	-3	0.8	-0.2	0	-2	3	1	-1	-0.4	3.4
COc1ccc(CN2CCC(C(=O)NC(c3ccc4c(c3)OCO4)c3ccccn3)CC2)cc1 (stereo not given)	/	-3	-1.3	0.6	4	-4	2	1	-5	0.0	-0.5
COc1ccc(CN2CCc3ccccc3C2)c(OC)c1OC	0.5	0	-1.6	-0.1	-4	4	3	4	-3	1.6	-0.6
O=C(NN1C(=O)C2C3C=CC(O3)C2C1=O)c1ccccc1 (stereo not given)	2.4	1	-1.8	1.2	-4	1	1	3	1	0.3	-0.3
CC(=O)N1c2ccc(S(=O)(=O)NCCC(=O)NCc3ccc(N(C)C)cc3)cc2CC1C (stereo not given)	-0.2	-4	-1.3	-0.6	4	-2	-1	-12	-1	0.0	-1.8
Cc1cc(C)c2ccc(=S)[nH]c2n1	-0.2	-5	-1.8	-0.4	-1	-1	-4	-14	-2	-1.9	-2.0
COc1cc(/C=C(/NC(=O)c2ccccc2)C(=O)Nc2cccc(O)c2)c([N+](=O)[O-])cc1OC	1.1	3	-1.2	-0.3	-7	-1	1	2	1	0.6	0.6
COc1ccc(N(CC(=O)NCc2ccncc2)S(=O)(=O)c2ccccc2[N+](=O)[O-])c(OC)c1	0.8	7	-1.9	-0.4	-1	1	8	9	0	-3.3	1.1
O=C(O)CNC(=O)CC1S/C(=N/N=C2\CSC(=O)N2)NC1=O (stereo not given)	0.2	0	-0.7	-0.1	-2	-4	-2	1	-3	-0.5	-1.3
COc1ccc(C(CNC(=O)c2oc3c(Cl)cccc3c2C)N2CCCC2)cc1 (stereo not given)	1.1	-4	0.1	1.9	-1	-3	-3	0	1	4.4	2.7
COc1ccc(/C=C2/SC(=S)N(CCCC(=O)Nc3ccc(O)cc3)C2=O)cc1	-1.7	1	-3.4	-1.0	-1	-6	1	-6	-5	-8.1	-5.0
O=C(COC(=O)c1cc(Cl)nc(Cl)c1)NC1CCCCCC1	-0.7	-3	-0.7	-0.3	3	-5	-2	-2	-2	-1.9	0.2
O=C(CSc1nnc(CNC(=O)c2ccc(F)cc2)o1)NCc1ccc2c(c1)OCO2	0.7	-4	-0.9	-1.1	5	-1	2	-5	0	-0.6	0.8
CC(=O)c1c(N2CCOCC2)nc(=O)n(-c2ccccc2)c1C	0.7	-2	-0.6	0.2	1	3	0	5	-2	0.7	0.3
O=C(NCC1CCCO1)C1CCN(C2CCN(C3CCCCCC3)CC2)CC1 (stereo not given)	0.7	-3	-1.8	0.1	3	3	-1	0	-1	0.1	-2.5
CC12CCC(=O)N1C(C(=O)Nc1nc(-c3ccccc3Cl)cs1)CS2 (stereo not given)	0.3	-2	-0.8	-0.8	3	1	2	-12	1	2.7	-0.8
